# Screening data from PubChem BioAssay.
# Vif imaging: HIV Vif self-association inhibitors, primary screen, imaging, HEK293T, single point | 340,000 tested, 0.35% active | inhibition, % at 7.49 µM | HEK293T cells, Vif self-association by quenched fluorescence, 24 h; in the data active = inhibition above about 50%, passing the limit was not always enough; note: some results filed as inactive read as strong as hits
# NR2E3 ag-1: NR2E3 agonists in two-hybrid cells, primary screen, cell-based, luminescence, CHO-S, Gal4-NCOR/VP16-NR2E3; inhibition of corepressor binding, % at 3.98 µM; AID 602229, 2012; luciferase; Photoreceptor-specific nuclear receptor (Homo sapiens), Q9Y5X4; 360,000 tested, 0.35% active;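 active = inhibition above the mean of all tested compounds plus 3 SD, cut at about 70% in these data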;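 note: 0% = DMSO with NR2E3 transfected cells and 100% = cells lacking NR2E3 construct; higher means lower luciferase signal from less NR2E3 corepressor binding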
# Target sequence (Q9Y5X4 whole entry, looked up, the tested form may be a part): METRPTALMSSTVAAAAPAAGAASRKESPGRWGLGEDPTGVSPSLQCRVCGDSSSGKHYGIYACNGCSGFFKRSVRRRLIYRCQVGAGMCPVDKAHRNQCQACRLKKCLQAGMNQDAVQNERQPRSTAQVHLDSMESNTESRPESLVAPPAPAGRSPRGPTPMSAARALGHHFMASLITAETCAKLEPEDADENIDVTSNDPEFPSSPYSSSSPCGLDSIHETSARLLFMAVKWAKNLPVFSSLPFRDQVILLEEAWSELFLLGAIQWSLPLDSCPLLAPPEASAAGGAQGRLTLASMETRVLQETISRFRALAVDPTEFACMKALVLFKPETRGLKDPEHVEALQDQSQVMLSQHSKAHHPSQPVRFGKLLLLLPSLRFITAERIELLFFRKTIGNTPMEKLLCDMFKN
# TRPM1 prom inh: inhibitors of MITF-dependent TRPM1 promoter reporter, primary screen, cell-based, SK-MEL-5, single point, luciferase; SK-MEL-5 TRPM1 promoter luciferase, 24 h; inhibition, % at 12.5 µM; 330,000 tested, 0.83% active; AID 488899, 2010;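 active = mean inhibition across replicates of 60% or more, whatever share of single replicates reaches that level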; note: values of inactives mirror those of a sister screen read the other way
# HIF-2a inh: HIF-2a reporter inhibitors, primary screen, luminescence, 786-0 RCC cells. 786-0 RCC cells HIF-2a reporter, luciferase luminescence, overnight. inhibition, % at 18.8 µM. 360,000 tested, 0.72% active. AID 624352, 2012;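 active = inhibition of the luminescence signal of 40% or more relative to plate controls, in a single-dose primary screen at 18.75 µM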
# Granule exo inh: LAMP-1 surface exposure blockers, TALL-104 cells – cell-based, flow cytometry, MLPCN library, primary screen; 360,000 tested, 0.66% active; AID 651702, 2012; TALL-104 LAMP-1 surface exposure; cells stimulated with thapsigargin and PMA; inhibition, % at 10 µM;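 active = inhibition above about 55%, limit read from the data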
# aDG glyco act: activators of alpha-DG glycosylation, primary screen, uHTS, Pro5-aDG cells, AlphaScreen; 360,000 tested, 0.22% active; alpha-DG glycosylation AlphaScreen (IIH6); 0% Pro5, 100% B10-LARGE cell signal; activation, % at 10 µM;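 active = activation of at least 8% versus controls, or a plate z-score of at least 8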;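 note: Pro5 are CHO cells carrying HIG-tagged alpha-DG that lacks glycosylation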
# NR2E3 ag-2: inhibitors of NR2E3-RetCOR corepressor binding, primary screen, NR2E3 agonist project, biochemical, TR-FRET, GST-NR2E3, biotin-RetCOR; Photoreceptor-specific nuclear receptor (Homo sapiens), Q9Y5X4; 1536-well; inhibition of corepressor binding, % at 4.78 µM; 320,000 tested, 0.12% active; AID 2300, 2010;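 active = percent inhibition above the cutoff of mean plus 3 SD of all tested compounds, set per screening campaign, cut at about 20% in these data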;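 note: 0% = DMSO wells and 100% = biotin wells as full block of FRET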
#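 Format: 1536-well format; test system: GST-NR2E3 and biotin-RetCOR proteins; read-out basis: percent inhibition of TR-FRET ratio; timing: 5 h incubation at 4 °C; detection: time-resolved FRET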
# iPSC survival up: enhancers of single-cell hiPSC survival, primary screen, ATPlite luminescence. 100% = ROCK inhibitor wells, 0% = DMSO. survival enhancement, % at 20 µM. 360,000 tested, 0.044% active. AID 602274, 2012; in the data active = survival enhancement above about 18%;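 note: cells exposed to compounds for 16 hours before the ATP read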
# CaV13 ICDI inh: Disruptors of the CACNA1D IQ motif to Ca2+-dependent inactivation inhibitor domain association, primary screening, Förster resonance energy transfer in intact living …; inhibition, % at 12.3 µM; AID 743397; 340,000 tested, 0.098% active; HEK cells, CFP/YFP FRET ICDI-IQ, plate reader, 10 min; percent FRET-ratio fall versus neutral wells;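 active = mean replicate inhibition of at least 30% and at least 1% of replicates passing that level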;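 note: 0% = median of the neutral control wells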
# PDI turbidity: inhibitors of human PDI, primary screen, biochemical, turbidity, single point, plate reader | PDI insulin aggregation turbidity, A650, 90 min | Protein disulfide-isomerase (Homo sapiens), P07237 | inhibition, % at 10 µM | 350,000 tested, 0.052% active;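 active = mean inhibition across replicates of 30% or more, whatever share of single replicates reach that level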;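 note: absorbance from insulin aggregation driven by PDI reduction with DTT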
# Target sequence (P07237 whole entry, looked up): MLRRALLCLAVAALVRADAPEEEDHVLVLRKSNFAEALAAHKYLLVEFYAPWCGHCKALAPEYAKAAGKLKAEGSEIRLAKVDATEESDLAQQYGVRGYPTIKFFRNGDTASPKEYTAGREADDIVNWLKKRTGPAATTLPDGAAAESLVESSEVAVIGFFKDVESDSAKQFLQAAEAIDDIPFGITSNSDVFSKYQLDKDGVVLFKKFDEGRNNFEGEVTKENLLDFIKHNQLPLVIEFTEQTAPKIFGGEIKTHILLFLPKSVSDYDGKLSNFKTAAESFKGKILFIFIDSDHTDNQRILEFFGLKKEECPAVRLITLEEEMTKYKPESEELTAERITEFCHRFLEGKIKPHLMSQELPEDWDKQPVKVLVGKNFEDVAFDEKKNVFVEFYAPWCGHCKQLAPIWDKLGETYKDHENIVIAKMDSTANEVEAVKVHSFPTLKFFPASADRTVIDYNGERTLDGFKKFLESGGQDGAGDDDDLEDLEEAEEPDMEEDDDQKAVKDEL
# Peg3 promoter: Peg3 promoter-driven luciferase inhibitors, primary screen, cell-based, HeLa, luciferase luminescence; HeLa PEG-Prom luciferase reporter, overnight; inhibition, % at 20 µM; 360,000 tested, 1.7% active;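 active = inhibition of at least 50% at 20 µM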
# Numbers without * were called inactive; nt = not tested or not shown.
SMILES	Vif imaging	NR2E3 ag-1	TRPM1 prom inh	HIF-2a inh	Granule exo inh	aDG glyco act	NR2E3 ag-2	iPSC survival up	CaV13 ICDI inh	PDI turbidity	Peg3 promoter
COc1ccc(C(=O)C2CC2c2ccc3c(c2)OCO3)cc1 (stereo not given)	2	-7	-8	-56	-5	0.2	-3	-0.3	-4	-5	-17
Cc1c(C#N)c(O)n(CCO)c(=O)c1N=Nc1ccc(S(N)(=O)=O)cc1	-3	-13	21	-5	2	-0.4	-6	-0.7	-21	6	11
CCC(C(=O)OCC(=O)Nc1cc(OC)ccc1OC)c1ccccc1 (stereo not given)	5	8	11	9	3	2.9	0	-1.4	-6	-6	6
O=c1[nH]c2c(c(=O)[nH]1)CCCCCC2	22	1	-5	12	0	0.3	nt	1.0	-6	7	14
COc1cccc(C(=O)CC(C(=O)O)c2ccc(Cl)cc2)c1 (stereo not given)	nt	-1	1	17	-3	0.1	1	-0.3	-21	-2	-9
COc1ccc([C@H]2CN(c3ccc(OC)cc3)C(=O)[C@@H]2CC(=O)Nc2ccc(Br)cc2)cc1	-2	-2	nt	-20	-3	0.2	nt	-0.7	-8	-5	-8
C[n+]1ccc(/C=C/c2cccs2)cc1	-3	11	4	17	-2	0.0	-3	-0.5	-2	-8	13
CCc1ccc(N/C(SCc2ccccc2C)=C(/C#N)C(=O)NCc2ccco2)cc1	-1	-25	12	12	-1	0.5	-1	0.0	-9	-7	-58
Cc1ccc2ncc(NC(=O)c3ccc(F)cc3)c(=O)n2c1	17	-5	-41	-132	0	-0.2	0	0.0	-3	20	-129
O=C(CN1C(=O)COc2ccccc2C1=O)c1ccc2c(c1)OCCO2	4	-6	-4	-18	-3	-0.6	2	0.5	-3	1	-20
Cc1[nH]nc2c1C(=O)CC(C)(C)C2	1	4	2	3	1	0.4	3	2.8	-2	2	9
CC1CCCN(S(=O)(=O)c2ccc(S(=O)(=O)NC(C)c3cccs3)cc2)C1 (stereo not given)	4	10	3	-11	2	-0.1	1	0.5	nt	-5	28

# A few values from the entries so far:
# In PDI turbidity, `Cc1ccc2ncc(NC(=O)c3ccc(F)cc3)c(=O)n2c1` reads 20
# In HIF-2a inh, `COc1ccc([C@H]2CN(c3ccc(OC)cc3)C(=O)[C@@H]2CC(=O)Nc2ccc(Br)cc2)cc1` reads -20

# Single records (already shown):
# COc1ccc([C@H]2CN(c3ccc(OC)cc3)C(=O)[C@@H]2CC(=O)Nc2ccc(Br)cc2)cc1 is listed as Vif imaging: -2; NR2E3 ag-1: -2; TRPM1 prom inh: nt; HIF-2a inh: -20; Granule exo inh: -3; aDG glyco act: 0.2; NR2E3 ag-2: nt; iPSC survival up: -0.7; CaV13 ICDI inh: -8; PDI turbidity: -5; Peg3 promoter: -8
# Cc1c(C#N)c(O)n(CCO)c(=O)c1N=Nc1ccc(S(N)(=O)=O)cc1 is listed as Vif imaging: -3; NR2E3 ag-1: -13; TRPM1 prom inh: 21; HIF-2a inh: -5; Granule exo inh: 2; aDG glyco act: -0.4; NR2E3 ag-2: -6; iPSC survival up: -0.7; CaV13 ICDI inh: -21; PDI turbidity: 6; Peg3 promoter: 11
# CC1CCCN(S(=O)(=O)c2ccc(S(=O)(=O)NC(C)c3cccs3)cc2)C1 (stereo not given) is listed as Vif imaging: 4; NR2E3 ag-1: 10; TRPM1 prom inh: 3; HIF-2a inh: -11; Granule exo inh: 2; aDG glyco act: -0.1; NR2E3 ag-2: 1; iPSC survival up: 0.5; CaV13 ICDI inh: nt; PDI turbidity: -5; Peg3 promoter: 28

# Going on with the list:
SMILES	Vif imaging	NR2E3 ag-1	TRPM1 prom inh	HIF-2a inh	Granule exo inh	aDG glyco act	NR2E3 ag-2	iPSC survival up	CaV13 ICDI inh	PDI turbidity	Peg3 promoter
CCOC(=O)c1c(C)c(C(=O)NCCN2CCOCC2)c(C)n1C	4	-4	-4	-18	-3	-0.2	0	2.7	-8	-3	-5
CCC1Nc2ncnc(N3CCCCC3)c2N(Cc2ccc(Br)cc2)C1=O (stereo not given)	-1	1	21	20	18	0.4	0	1.3	-7	6	29
COC(=O)C1=C(C)Nc2c(c(=O)n(C)c(=O)n2C)C1c1ccc(Cl)cc1 (stereo not given)	-6	-12	-4	18	-1	-0.3	0	0.6	-19	23	-1
Cc1nc2nc[nH]n2c(=O)c1C/C=C/c1ccccc1	22	-33	10	25	-2	-0.3	1	0.4	-2	-1	19
Cc1ccc(/C=N/n2c(-c3ccc(Cl)cc3)n[nH]c2=S)o1	-6	-6	12	18	8	0.1	-2	-0.2	-5	1	19
CC(C)(C)OC(=O)N[C@@H](C(=O)OC(C)(C)C)c1ccccc1	-4	7	2	5	2	0.1	4	-0.4	-11	1	-4
O=C(Nc1ccc(Oc2cccnc2)cc1)c1ccccc1F	-2	-35	-69	-234	-3	0.1	0	-2.2	-12	-6	-220
Cc1ccc(N=Nc2c(N)[nH]n3c(=O)cc(-c4ccccc4)nc23)cc1	-10	-34	8	-7	-1	0.0	3	-1.1	-1	-12	-13
CC(C)CC(NC(=O)C(CC(C)C)NC(=O)C(Cc1ccc(OCc2ccccc2)cc1)NC(=O)OC(C)(C)C)C(N)=O (stereo not given)	6	-3	12	11	0	0.2	4	-2.0	-4	-5	16
O=C(NCCc1ccccn1)c1nc(Cn2cc(Br)cn2)no1	3	-8	9	7	-2	0.0	4	-0.5	-7	10	2
COC(=O)CC(c1ccc(C(C)C)cc1)n1cccc1 (stereo not given)	7	14	-4	6	8	0.1	-1	-0.3	-5	3	4
COC(=O)c1ccc(COc2ncnc3c(Cl)cc(Cl)cc23)o1	-1	-5	0	4	-2	0.1	-2	-1.7	-5	12	9

# Molecules listed so far containing bromine, in the order listed:
SMILES	Vif imaging	NR2E3 ag-1	TRPM1 prom inh	HIF-2a inh	Granule exo inh	aDG glyco act	NR2E3 ag-2	iPSC survival up	CaV13 ICDI inh	PDI turbidity	Peg3 promoter
COc1ccc([C@H]2CN(c3ccc(OC)cc3)C(=O)[C@@H]2CC(=O)Nc2ccc(Br)cc2)cc1	-2	-2	nt	-20	-3	0.2	nt	-0.7	-8	-5	-8
CCC1Nc2ncnc(N3CCCCC3)c2N(Cc2ccc(Br)cc2)C1=O (stereo not given)	-1	1	21	20	18	0.4	0	1.3	-7	6	29
O=C(NCCc1ccccn1)c1nc(Cn2cc(Br)cn2)no1	3	-8	9	7	-2	0.0	4	-0.5	-7	10	2

# (list continues)
SMILES	Vif imaging	NR2E3 ag-1	TRPM1 prom inh	HIF-2a inh	Granule exo inh	aDG glyco act	NR2E3 ag-2	iPSC survival up	CaV13 ICDI inh	PDI turbidity	Peg3 promoter
Cc1cccc(NC(=O)CNC(=O)Cc2ccc(S(=O)(=O)N3CCOCC3)s2)c1C	0	12	nt	16	0	0.0	1	0.3	-17	-5	6
Cc1ccc(-c2nc3c(C)cc(Br)cn3c2Cc2ccccc2)cc1	nt	-16	nt	4	-8	-0.1	nt	0.6	-7	nt	nt
Cc1cc(C)n(C(CC(=O)N2CCc3ccccc3C2)C(=O)O)n1 (stereo not given)	3	-3	4	3	-3	-0.1	1	-1.9	-5	-1	2
O=C(CC1SC(=O)N(c2ccccc2)C1=O)Nc1ccc(Br)cc1 (stereo not given)	14	14	nt	7	11	-0.1	2	0.4	-12	-1	-2
COc1ccc(C(=O)NC(=S)Nc2ccc3oc(=O)ccc3c2)cc1OC	-1	-8	-3	5	-1	-0.4	-1	-0.5	-3	2	6
COCCNS(=O)(=O)c1ccc(F)c(OC)c1	2	-17	3	-2	0	0.0	4	-0.9	-5	1	6
COc1ccccc1C(=O)N/C(=C\c1cn(C)c2ccccc12)C(=O)NCCCN1CCOCC1	2	-2	23	12	1	0.7	-1	0.0	-14	6	-22
Cc1cccc(N2CC(C(=O)Nc3nnc(SCC(=O)N4CCOCC4)s3)CC2=O)c1 (stereo not given)	-7	-10	5	3	5	-0.2	-1	0.4	nt	-9	5
COc1ccc(-c2nc(CSCC(=O)NCC3CCCO3)c(C)o2)cc1OC (stereo not given)	22	-14	-7	16	4	0.2	0	-0.2	-6	0	23
COc1ccc(C2C(C(=O)Nc3cccc(C)n3)c3ccccc3C(=O)N2C)cc1 (stereo not given)	1	-9	6	10	-4	-0.2	2	-1.0	-4	4	8
CCOC(=O)C/C(C)=N/NC(=O)CNc1cccc(Cl)c1C	-5	-9	3	19	-2	-0.1	0	-0.6	12	-2	18
CCn1c(-c2cccn(Cc3ccc(Cl)cc3Cl)c2=O)n[nH]c1=S	-9	-12	11	13	0	-0.1	0	2.0	3	-1	12
CCn1cc(CN2CCC(n3nccc3NC(=O)CCOc3ccccc3)CC2)c(C)n1	5	0	-3	13	3	0.1	-2	-0.3	-2	-2	0
O=C(CSc1nnnn1-c1ccc(F)cc1)NC1CCCCC1	9	-26	23	0	-2	-0.1	0	-2.0	-5	2	-5
O=C(NCc1ccc(Cl)c(Cl)c1)c1cc(C2CCCCN2C(=O)CCc2ccccc2)on1 (stereo not given)	10	-21	nt	11	1	0.5	nt	-1.6	-6	20	12
CCCN1CCN(CCCNC(=O)c2ccc(CS(=O)c3ccccc3C)o2)CC1 (stereo not given)	-9	13	0	13	-6	-0.4	-3	-0.4	-4	-14	12
N#C/C(=C(/O)COC(=O)c1ccccc1O)c1nc2ccccc2s1	-1	-16	13	-29	2	0.1	2	7.2	-7	-3	-4
O=C(c1ccc(=O)[nH]n1)N1CCN(S(=O)(=O)c2ccccc2F)CC1	3	-16	nt	20	5	-0.1	nt	0.2	-5	-10	2
O=C(/C=C/c1ccccc1)Nn1cnnc1	0	-12	4	6	-1	-0.1	0	0.2	-5	3	7
Cc1ccc(N(C(=O)c2ccc3c(c2)OCO3)C2C=CS(=O)(=O)C2)cc1C (stereo not given)	-5	-5	6	-2	-1	0.0	2	0.5	-3	-3	11
O=C(Nc1ccc2c(c1)[C@@H]1C[C@@H](CC(=O)N3CCOCC3)O[C@@H](CO)[C@@H]1O2)NC1CCCC1	nt	-24	nt	2	3	-0.2	nt	-2.1	-7	-1	-5
O=C(CCc1ccccc1)Nc1ccc(NC(=O)C2CCCCC2)nc1	-5	-3	1	3	-1	0.5	4	0.7	-5	6	-1
COc1ccc(NC(=O)CSCC(=O)N(C)Cc2c(F)cccc2Cl)cc1	1	8	3	2	-1	0.0	1	-0.6	-6	-8	-12
CC(C)OCCCNC(=O)c1ccc2c(c1)ncn2C1CCCC1	17	-18	-11	-55	4	-0.2	-4	-0.1	-7	2	-38
COC(=O)[C@]12CCCCC=C1N(Cc1ccco1)C(=O)[C@H](CC(=O)NCCCN1CCCC1=O)C2	nt	-25	nt	8	-2	-0.1	nt	1.9	-5	nt	nt
CNc1nnc(SCC(=O)c2cc(C)n(C3CC3)c2C)s1	-2	-63	-50	-182	0	-0.1	4	0.0	-5	9	-227
